Compound activity as filed in PubChem.
TcdB GH inh: TcdB glycohydrolase inhibitors, primary screen, biochemical, single point, plate reader; Toxin B (Clostridioides difficile), P18177; TcdB glycohydrolase enzymatic assay; inhibition, % at 9.99 µM; actives 0.24% (n = 350,000); AID 652162, 2013; in the data active = inhibition above about 10%
BoNT-A LC inh2: BoNT/A light chain protease inhibitors, primary screen, biochemical, flow cytometry, MLPCN library. Botulinum neurotoxin type A light chain protease (Clostridium botulinum A str. ATCC 3502). multiplex microsphere protease substrate cleavage. inhibition, % at 10 µM. actives 0.17% (n = 360,000). AID 588499, 2011; note: plate controls were buffer without enzyme for full effect and enzyme alone for no effect
CCHF vOTU inh: CCHFV vOTU protease inhibitors, primary screen, biochemical, Pep-AMC substrate, fluorescence; inhibition, % at 11.5 µM; actives 0.55% (n = 370,000); Crimean-Congo hemorrhagic fever virus L polyprotein viral ovarian tumor (vOTU) protease …; in the data active = inhibition above about 30%; note: 0% = vehicle wells with enzyme and 100% = no enzyme wells
PfHsp40 rescue: rescue of yeast from PfHsp40 toxicity, primary screen, S. cerevisiae, ATP luminescence; S. cerevisiae expressing PfHsp40, growth rescue; growth rescue, % at 12.5 µM; actives 0.68% (n = 340,000); in the data active = growth rescue above about 28%, passing the limit was not always enough; inconclusive = no clear call, values can overlap the other calls;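 note: yeast W303a lacking pdr1 and pdr3 grown in galactose medium; growth measured after three days at 30 °C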
Y pestis TopoI: Yersinia pestis topoisomerase I inhibitors, primary screen, biochemical, cleavage product accumulation, plate reader, single point. activity, % at 10 µM. Y. pestis Topo-I cleavage product accumulation. AID 504884, 2011. actives 0.064% (n = 360,000). DNA topoisomerase I (Yersinia pestis CO92); in the data active = activity above about 50%, passing the limit was not always enough; inconclusive = no clear call, values can overlap the other calls; note: inactives centre near 2
3CLpro inhibitor: SARS-CoV 3CLpro protease inhibitors, primary screen, biochemical, quenched FRET | recombinant SARS-CoV 3CLpro, quenched FRET peptide cleavage | actives 0.14% (n = 290,000) | Replicase polyprotein 1ab (Severe acute respiratory syndrome coronavirus), P0C6X7 | inhibition, % at 6 µM; in the data active = inhibition above about 12%
Vc quorum ag: inducers of Vibrio cholerae quorum light production without autoinducers, primary screen, BH1578 luxS cqsA deficient, single point. V. cholerae BH1578 lux reporter, luminescence, 6 h. activation, % at 18.7 µM. actives 0.16% (n = 350,000); in the data active = activation mostly above about 9.7%, no sharp cut-off; inconclusive = no clear call, values can overlap the other calls; inactive = mostly below about 3.7%; note: not every result past the cut was called active; inactives centre near 0; reference of the scale not given here
DUSP3 inh: VHR1 phosphatase inhibitors, primary screen, biochemical, absorbance, uHTS; Dual specificity protein phosphatase 3 (Homo sapiens), P51452; recombinant VHR phosphatase, pNPP absorbance; inhibition, % at 13.3 µM; actives 0.52% (n = 290,000); AID 1654, 2009; in the data active = inhibition above about 50%; note: some compounds called inactive have numbers as strong as hits
Target sequence (P51452 whole entry, looked up): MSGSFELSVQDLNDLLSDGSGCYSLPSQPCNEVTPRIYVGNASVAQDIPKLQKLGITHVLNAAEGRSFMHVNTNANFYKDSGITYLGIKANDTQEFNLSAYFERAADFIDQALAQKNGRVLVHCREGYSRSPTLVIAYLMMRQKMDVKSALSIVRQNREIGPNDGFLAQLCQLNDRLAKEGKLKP
Anthrax LF prot: Bacillus anthracis LF protease inhibitors, primary screen, biochemical, multiplex microsphere, MLPCN library; multiplex microsphere protease cleavage assay; Lethal factor (Bacillus anthracis), P15917; actives 0.12% (n = 360,000); inhibition, % at 10 µM; note: plate controls were buffer without enzyme for full effect and enzyme alone for no effect
Target sequence (P15917 whole entry, looked up): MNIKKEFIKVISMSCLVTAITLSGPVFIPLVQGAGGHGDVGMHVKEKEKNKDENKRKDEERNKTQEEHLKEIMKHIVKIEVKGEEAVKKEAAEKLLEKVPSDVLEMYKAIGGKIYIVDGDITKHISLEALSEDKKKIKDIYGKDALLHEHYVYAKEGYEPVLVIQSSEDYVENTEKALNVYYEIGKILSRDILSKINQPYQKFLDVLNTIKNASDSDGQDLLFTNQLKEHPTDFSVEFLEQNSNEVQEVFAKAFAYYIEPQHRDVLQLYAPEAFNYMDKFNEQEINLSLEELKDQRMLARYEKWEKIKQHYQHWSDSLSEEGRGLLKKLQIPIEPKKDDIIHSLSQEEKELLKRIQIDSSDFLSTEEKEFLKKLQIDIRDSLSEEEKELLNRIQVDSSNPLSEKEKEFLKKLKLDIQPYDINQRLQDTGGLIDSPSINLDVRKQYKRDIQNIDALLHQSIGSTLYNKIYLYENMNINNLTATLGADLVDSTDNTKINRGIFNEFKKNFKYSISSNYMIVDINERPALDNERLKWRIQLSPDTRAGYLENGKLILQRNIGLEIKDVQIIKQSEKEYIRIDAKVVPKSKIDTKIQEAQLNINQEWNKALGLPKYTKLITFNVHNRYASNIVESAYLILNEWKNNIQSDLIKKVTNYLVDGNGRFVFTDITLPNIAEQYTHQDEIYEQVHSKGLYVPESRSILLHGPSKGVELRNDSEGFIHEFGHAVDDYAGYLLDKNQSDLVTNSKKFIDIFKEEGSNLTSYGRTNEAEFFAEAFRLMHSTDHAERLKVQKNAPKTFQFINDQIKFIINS
PriA SSB inh: inhibitors of Klebsiella pneumoniae PriA binding to SSB C-terminal tail, primary screen, biochemical, AlphaScreen; PriA–SSB C-terminal tail interaction (Klebsiella pneumoniae); AlphaScreen SSBct-PriA binding, biotinylated peptide; inhibition, % at 33 µM; actives 0.6% (n = 430,000); AID 1272365, 2023; in the data active = inhibition mostly above about 37%, no sharp cut-off; inactive = mostly below about 20%;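 note: plate controls were negative control peptide for no effect and reference peptide for full effect; strong numbers were not always called active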
Starred values were filed as active, the others as inactive. Cut-off read from the data, not from the text of the source, unless noted: active = inhibition above about 30%; inconclusive = no clear call, values can overlap the other calls; inactive = below that. This is a subset, so the mix of outcomes need not match the whole.

For O=C(COC(=O)CNC(=O)c1ccccc1)NCCNC(=O)COC(=O)CNC(=O)c1ccccc1 the results were TcdB GH inh -11, BoNT-A LC inh2 -0.1, CCHF vOTU inh 10, PfHsp40 rescue -0.5, Y pestis TopoI 1, Vc quorum ag 0.0, Anthrax LF prot 5 and PriA SSB inh -8.
Screening COc1ccc(CCC2(C)NC(=O)N(C(C)C(=O)N3c4ccccc4CC3C)C2=O)cc1 (configuration not stated) returned TcdB GH inh -0.2, BoNT-A LC inh2 -0.3, CCHF vOTU inh -1, PfHsp40 rescue 0.4, Y pestis TopoI 18, Vc quorum ag 0.6, Anthrax LF prot -5 and PriA SSB inh 5.
For Cc1cccc(NC(=O)CSc2cc(C(=O)c3nccn3C)c3ccccc3n2)c1 the results were TcdB GH inh 1.2, BoNT-A LC inh2 -0.3, CCHF vOTU inh 4, PfHsp40 rescue 2.1, Y pestis TopoI -6, 3CLpro inhibitor -2, Vc quorum ag -0.3, DUSP3 inh 8, Anthrax LF prot -1 and PriA SSB inh -12.
`CC(=O)NCCn1c(SCC(=O)OCc2ccccc2)nc2ccccc2c1=O` gave BoNT-A LC inh2 4.6, CCHF vOTU inh -4, PfHsp40 rescue -0.1, Y pestis TopoI 17, 3CLpro inhibitor -6, Vc quorum ag -0.3, DUSP3 inh 22, Anthrax LF prot 15 and PriA SSB inh -8.
For COc1ccc(-c2cc(NCc3ccccn3)n3ncnc3n2)cc1 the results were BoNT-A LC inh2 -0.4, CCHF vOTU inh 0, PfHsp40 rescue -0.9, Y pestis TopoI 2, 3CLpro inhibitor 2, Vc quorum ag inactive, DUSP3 inh 6, Anthrax LF prot -2 and PriA SSB inh -4.
CCCCC(=O)NC(=S)Nc1cc([N+](=O)[O-])ccc1OC was read as TcdB GH inh 2.3, BoNT-A LC inh2 0.1, CCHF vOTU inh 2, PfHsp40 rescue inconclusive, Y pestis TopoI -8, 3CLpro inhibitor -4, Vc quorum ag -0.3, DUSP3 inh 26, Anthrax LF prot -2 and PriA SSB inh -10.
CC(C)(C)Oc1ncc(Br)c(OC(C)(C)C)n1 was read as BoNT-A LC inh2 0.6, CCHF vOTU inh -16, PfHsp40 rescue 1.1, Y pestis TopoI 3, 3CLpro inhibitor -1, Vc quorum ag 3.7, DUSP3 inh 0, Anthrax LF prot 0 and PriA SSB inh 3.
For O=S(=O)(Nc1ccncc1Cl)c1ccccc1 the results were BoNT-A LC inh2 0.3, CCHF vOTU inh 4, PfHsp40 rescue 0.4, Y pestis TopoI 3, 3CLpro inhibitor -2, Vc quorum ag -0.1, DUSP3 inh 0, Anthrax LF prot -2 and PriA SSB inh 1.
COCCNC(=O)/C(=C/c1ccccc1Cl)c1ccccc1 was read as BoNT-A LC inh2 -0.3, CCHF vOTU inh 3, PfHsp40 rescue 0.9, Y pestis TopoI -10, 3CLpro inhibitor 4, Vc quorum ag -0.3, DUSP3 inh -10, Anthrax LF prot -1 and PriA SSB inh -6.
`C[C@@H]1O[C@@H](O[C@@H]2C(=O)c3c(O)cc(O)cc3O[C@H]2c2ccc(O)c(O)c2)[C@H](O)[C@H](O)[C@H]1O` gave TcdB GH inh -6.7, BoNT-A LC inh2 -0.3, CCHF vOTU inh 4, PfHsp40 rescue -1.6, Y pestis TopoI 8, Vc quorum ag inactive, Anthrax LF prot 1 and PriA SSB inh -11.
For COc1ccc(-c2cc(C(F)(F)F)nc(N3CCOCC3)n2)cc1 the results were BoNT-A LC inh2 0.1, CCHF vOTU inh -10, PfHsp40 rescue 2.4, Y pestis TopoI 16, 3CLpro inhibitor -1, Vc quorum ag -0.4, DUSP3 inh 9, Anthrax LF prot -3 and PriA SSB inh -35.
COc1cc(NC(=O)CSC(=S)N2CCCC2)c(OC)cc1Cl was read as TcdB GH inh 2.9, BoNT-A LC inh2 -3.7, CCHF vOTU inh -13, PfHsp40 rescue -0.7, Y pestis TopoI -9, Vc quorum ag inactive, Anthrax LF prot -4 and PriA SSB inh -7.
For COc1ccc2nc(N=Nc3ccc(O)c4ccccc34)sc2c1 the results were TcdB GH inh 1.3, BoNT-A LC inh2 3.5, CCHF vOTU inh -1, PfHsp40 rescue -0.4, Y pestis TopoI -13, 3CLpro inhibitor -3, Vc quorum ag 3.4, DUSP3 inh 4, Anthrax LF prot -3 and PriA SSB inh 22.
`Cc1c(C)n(Cc2ccc(F)cc2)c2ccc(C(=O)N3CCN(c4ccccn4)CC3)cc12` gave TcdB GH inh 0.5, BoNT-A LC inh2 1.0, CCHF vOTU inh 27, PfHsp40 rescue 25, Y pestis TopoI 26, 3CLpro inhibitor -6, Vc quorum ag inactive, DUSP3 inh 28, Anthrax LF prot -2 and PriA SSB inh -6.
`CCOc1ccc2nc(SCC(=O)N(C)C)[nH]c2c1` gave BoNT-A LC inh2 1.4, CCHF vOTU inh -2, PfHsp40 rescue 0.5, Y pestis TopoI -2, 3CLpro inhibitor -5, Vc quorum ag inactive, DUSP3 inh -8, Anthrax LF prot 0 and PriA SSB inh -19.
For CCN(CC(=O)Nc1ccc(NC(C)=O)cc1)C(=O)c1ccc2c(c1)OCO2 the results were TcdB GH inh 2.5, BoNT-A LC inh2 -0.1, CCHF vOTU inh 11, PfHsp40 rescue -0.4, Y pestis TopoI -11, Vc quorum ag 5.9, Anthrax LF prot 1 and PriA SSB inh -7.
Screening COc1ccc(CCNCC(O)COc2cccc(C(C)=O)c2)cc1OC (configuration not stated) returned TcdB GH inh 0.1, BoNT-A LC inh2 -2.3, CCHF vOTU inh 6, PfHsp40 rescue 0.2, Y pestis TopoI 12, 3CLpro inhibitor 8, Vc quorum ag -6.2, DUSP3 inh -3, Anthrax LF prot -9 and PriA SSB inh 5.
CCC(C)N(C(=O)COc1ccccc1C#N)C1CCS(=O)(=O)C1 (configuration not stated) was read as TcdB GH inh -0.5, BoNT-A LC inh2 -2.1, CCHF vOTU inh 5, PfHsp40 rescue 0.3, Y pestis TopoI 4, Vc quorum ag inactive, Anthrax LF prot -4 and PriA SSB inh -1.
Screening Cc1csc2nnc(N)n12 returned BoNT-A LC inh2 1.3, CCHF vOTU inh 1, PfHsp40 rescue -0.5, Y pestis TopoI -5, 3CLpro inhibitor -2, Vc quorum ag -0.2, DUSP3 inh 24, Anthrax LF prot -2 and PriA SSB inh -9.
Screening Cc1ccc(C(=O)NCc2ccc3c(c2)OCO3)c(Cl)c1 returned TcdB GH inh 0.7, BoNT-A LC inh2 0.4, CCHF vOTU inh -10, Y pestis TopoI 4, Vc quorum ag inactive and Anthrax LF prot -3.

In the list so far, these contain an aryl thioether with sulfur outside any ring.
For Cc1cccc(NC(=O)CSc2cc(C(=O)c3nccn3C)c3ccccc3n2)c1 the results were TcdB GH inh 1.2, BoNT-A LC inh2 -0.3, CCHF vOTU inh 4, PfHsp40 rescue 2.1, Y pestis TopoI -6, 3CLpro inhibitor -2, Vc quorum ag -0.3, DUSP3 inh 8, Anthrax LF prot -1 and PriA SSB inh -12.
`CC(=O)NCCn1c(SCC(=O)OCc2ccccc2)nc2ccccc2c1=O` gave BoNT-A LC inh2 4.6, CCHF vOTU inh -4, PfHsp40 rescue -0.1, Y pestis TopoI 17, 3CLpro inhibitor -6, Vc quorum ag -0.3, DUSP3 inh 22, Anthrax LF prot 15 and PriA SSB inh -8.
`CCOc1ccc2nc(SCC(=O)N(C)C)[nH]c2c1` gave BoNT-A LC inh2 1.4, CCHF vOTU inh -2, PfHsp40 rescue 0.5, Y pestis TopoI -2, 3CLpro inhibitor -5, Vc quorum ag inactive, DUSP3 inh -8, Anthrax LF prot 0 and PriA SSB inh -19.

Following part:
COc1ccc(-c2nc3cc(C)c(Br)c(C)n3c2Cc2ccsc2)cc1OC was read as TcdB GH inh 0.2, BoNT-A LC inh2 2.1, CCHF vOTU inh 7 and Anthrax LF prot 0.
`Cc1cccc(NC(=O)COc2ccccc2)c1` gave TcdB GH inh 0.2, BoNT-A LC inh2 -11, CCHF vOTU inh 2, PfHsp40 rescue -0.6, Y pestis TopoI 2, 3CLpro inhibitor 1, Vc quorum ag -0.2, DUSP3 inh 7, Anthrax LF prot -1 and PriA SSB inh -14.
Screening Cc1ccc(S(=O)(=O)Nc2nc3ccccc3nc2NCc2ccc3c(c2)OCO3)cc1C returned BoNT-A LC inh2 1.3, CCHF vOTU inh -7, PfHsp40 rescue 0.3, Y pestis TopoI 4, 3CLpro inhibitor 3, Vc quorum ag -0.2, DUSP3 inh 15, Anthrax LF prot 0 and PriA SSB inh -7.
For CCN(CC(=O)Nc1c(F)cccc1F)C(=O)CCNC(=O)c1ccc([N+](=O)[O-])cc1 the results were TcdB GH inh 1.9, BoNT-A LC inh2 -1.2, CCHF vOTU inh -2, PfHsp40 rescue 0.0, Y pestis TopoI 3, Vc quorum ag inactive, Anthrax LF prot 3 and PriA SSB inh -6.
`O=C(c1ccc(F)cc1)C1CCN(C(=S)Nc2ccc(F)cc2)CC1` gave TcdB GH inh 1.6, BoNT-A LC inh2 1.8, CCHF vOTU inh -9, PfHsp40 rescue 1.3, Y pestis TopoI 10, 3CLpro inhibitor 4, Vc quorum ag inactive, DUSP3 inh -14, Anthrax LF prot -1 and PriA SSB inh -14.
`CN(c1ccc(C(=O)N2CCc3ccccc3C2)cc1)S(C)(=O)=O` gave BoNT-A LC inh2 -1.4, CCHF vOTU inh 1, PfHsp40 rescue -0.6, Y pestis TopoI -3, 3CLpro inhibitor -1, Vc quorum ag inactive, DUSP3 inh 26, Anthrax LF prot -3 and PriA SSB inh -8.
Screening COc1ccc(NC(=O)c2nc[nH]c2C(=O)N2CCC(C)CC2)cc1 returned TcdB GH inh 1.7, BoNT-A LC inh2 0.0, CCHF vOTU inh -3, PfHsp40 rescue 1.3, Y pestis TopoI -10, Vc quorum ag inactive, DUSP3 inh 7, Anthrax LF prot -2 and PriA SSB inh -3.
For Cn1nnc(NC(=O)c2cccc(F)c2)n1 the results were BoNT-A LC inh2 -0.2, CCHF vOTU inh -1, PfHsp40 rescue -1.5, Y pestis TopoI -4, 3CLpro inhibitor 1, Vc quorum ag -0.2, DUSP3 inh 6, Anthrax LF prot 1 and PriA SSB inh -3.
For COc1ccc(NC(=O)c2ccc3c(=O)n(CC4CCCO4)c(=S)[nH]c3c2)c(OC)c1 (configuration not stated) the results were TcdB GH inh 0.0, BoNT-A LC inh2 -0.4, CCHF vOTU inh 6, PfHsp40 rescue 1.3, Y pestis TopoI 35, 3CLpro inhibitor -1, Vc quorum ag -0.4, DUSP3 inh -1, Anthrax LF prot 0 and PriA SSB inh -1.
For CCCOc1ccc(CSC(=N)N)cc1C(=O)OC the results were TcdB GH inh -0.1, BoNT-A LC inh2 -4.1, CCHF vOTU inh -6, PfHsp40 rescue -0.3, Y pestis TopoI -1, 3CLpro inhibitor -1, Vc quorum ag -0.7, DUSP3 inh 9, Anthrax LF prot -8 and PriA SSB inh -14.
